Compound activity (PubChem)
miR122 inh = inhibitors of miR-122 in Huh7 cells; Huh7 miR-122 Renilla luciferase sensor, 48 h; neutral wells = 0, positive control = 100; activation (reporter increase), % at 12.5 µM; 340,000 tested, 0.3% active;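 active means mean replicate activation score at least 90 and every replicate individually at or above 90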;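 further: higher luciferase means less miR-122 activity so hits act as miR-122 inhibitors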
Casp6 inh = inhibitors of human caspase-6; P55212; purified caspase-6, Z-VEID-R110 cleavage fluorescence; 350,000 tested, 0.53% active; inhibition, % at 12.5 µM;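 active means mean inhibition across replicates at least about 35%, with every replicate also reaching that limit, limit read from the data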;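 further: 0% = median of neutral control wells and 100% = no fluorescence left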
Target sequence (P55212 24-179 limits assumed): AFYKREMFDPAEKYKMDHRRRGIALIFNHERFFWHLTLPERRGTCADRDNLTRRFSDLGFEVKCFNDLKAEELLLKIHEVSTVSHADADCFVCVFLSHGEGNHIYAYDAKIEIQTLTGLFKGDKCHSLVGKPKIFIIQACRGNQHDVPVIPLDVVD
Target sequence (P55212 194-293 limits assumed): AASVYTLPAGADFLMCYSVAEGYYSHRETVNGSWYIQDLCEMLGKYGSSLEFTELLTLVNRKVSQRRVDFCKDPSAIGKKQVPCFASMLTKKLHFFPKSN
PAX8 inh HTS = lowers PAX8-driven luciferase in RMG-I cells; RMG-I TPO-luciferase reporter, SteadyGlo, 24 h; inhibition, % at 12.6 µM; 360,000 tested, 1.2% active; AID 652154;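 active means mean replicate inhibition at least 60% with every replicate also reaching 60%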;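 further: luciferase light reporting Pax8 driven TPO promoter activity; plate controls were median of neutral control wells for no effect and mitoxantrone controls for full effect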
PGC1a acetyl inh = PGC1a acetylation modulation, inhibitor mode; U2OS PGC1a acetylation, AlphaScreen anti-acetyl-lysine; with virally co-expressed GCN5 acetyltransferase; inhibition, % at 15.6 µM; 350,000 tested, 0.17% active;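 active means every replicate shows inhibition of at least 40%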;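 further: 0% = neutral control wells and 100% = positive control wells; some results beyond the cut were filed as inactive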
Cneo AK release = Cryptococcus neoformans lysis via adenylate kinase release. C. neoformans lysis, adenylate kinase release luminescence, 4 h; normalised: neutral wells 0, clomiphene wells 100. lysis activity, % at 15 µM. 360,000 tested, 0.2% active. AID 651654;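 active means mean lysis activity across replicates of at least 80%, whatever share of replicates individually reach that level; inactive means mean lysis activity below 80%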
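Signal: Adenylate kinase release luminescence | Assay system: Log-phase Cryptococcus neoformans yeast cells | Input: Cells at 5 × 10^6 per mL | Buffer or medium: Fresh YPD growth medium | Compound: Single dose | Schedule: Static 4 h at 37 °C with compound, 1 h detection | Controls: Clomiphene | Read-out: Luminescence rise reflecting yeast cell lysis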
FN deposit inh = fibronectin deposition inhibition | AH1F fibroblasts, Alexa488-fibronectin deposition fluorescence, overnight | inhibition, % at 12.6 µM | 350,000 tested, 0.086% active | AID 743247;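 active means mean inhibition across replicates of 30% or more, regardless of how many single replicates reach that level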;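 further: positive control wells lacked labelled fibronectin entirely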
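Assay system: AH1F fibroblasts / Quantity: 10000 cells per well / Medium: DMEM plus 2% serum, read in PBS / Reagent: labelled fibronectin 24 nM / Dosing: single dose, pinned / Times: 1 h cell attachment, overnight exposure to compound and label / Signal: fluorescence, ex 485 nm, em 525 nm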
EWS-Fli block = EWS/Fli transcriptional activity inhibition; A673 NR0B1-luciferase reporter, viability-normalised; inhibition, % at 12.6 µM; 350,000 tested, 0.67% active; AID 651661;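 active means mean inhibition of at least 50% after viability correction, with every replicate also passing that limit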;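 further: firefly luciferase signal divided by Alamar Blue viability fluorescence both relative to DMSO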
LGR2 inh = blocks bursicon-induced cAMP signaling via Drosophila LGR2; HEK293 LGR2, CRE-luciferase, bursicon-stimulated, 4 h; inhibition, % at 9.99 µM; 380,000 tested, 0.35% active; AID 720647;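 active means drop in luminescence signal, shown as inhibition above about 50% in the replicate tests, limit read from the data, passing the limit was not always enough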;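 further: agonist challenge used bursicon conditioned medium at about half maximal strength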
The depositor's hits bear a star; x = not tested or not shown; & = joins results of further samples; [ ] = another dose, or the depositor's remark.

SMILES	miR122 inh	Casp6 inh	PAX8 inh HTS	PGC1a acetyl inh	Cneo AK release	FN deposit inh	EWS-Fli block	LGR2 inh
CCCn1nc(C(=O)NNC(=O)Cc2ccc(S(=O)(=O)N3CCOCC3)s2)c2ccccc2c1=O	x	0	x	x	x	2	3	1
OC[C@@H]1CN(CCN2CCOCC2)C[C@H](n2cnc3c(Nc4ccccc4)ncnc32)O1	-4	10	-8	3	1	4	0	-5
O=C(O)CCC(=O)c1ccc2c(c1)OCCCO2	-4	x	4	x	-1	-26	x	x
CCCN(CC(=O)Nc1ccccc1OC)CC(=O)c1c(N)n(Cc2ccccc2)c(=O)n(C)c1=O	-4	-4	4	33	0	4	31	7
COc1ccc(CNC(=O)CCSCc2ccccc2Cl)c(OC)c1	x	-3	8	-10	x	2	0	-13
CCOC(=O)CSc1nc2c(cnn2-c2ccc(F)cc2)c(=O)[nH]1	7	-3	34	7	0	2	6	-11
COc1ccc(CCNC(=O)c2ccc3c(c2)N(Cc2ccccc2)CCS3)cc1OC	-2	-1	6	-1	x	-4	x	10
CC(=O)c1cc(NC(=O)c2ccccc2)c(=O)oc1C	x	3	32	4	x	5	5	-2
COCC(=O)Nc1ccc2c(c1)C(=O)N(C)[C@@H]1CC[C@H](CC(=O)Nc3ccccc3)O[C@@H]1CO2	8[16.7 µM]	3	-10	-2	-1	-11	3	11
CCN(CC(=O)Nc1ccccc1C(F)(F)F)C(=O)CCS(=O)(=O)c1ccc(Cl)cc1	x	0	9	x	x	-1	-9	-18
Cc1cc(C)c(Cn2cnc(-c3ccc([N+](=O)[O-])cc3)c2)c(C)c1	-10	1	x	1	-1	x	14	-1
CCOc1ccc(C(=O)Cn2cnnc2C#N)cc1	0	2	19	14	-1	1	5	3
CCOc1nc2cnccc2n(CC(=O)Nc2cccc(C)c2)c1=O	-2	3	-11	-5	0	-7	4	6
O=c1cc(CO)oc(C(Nc2ccccn2)c2ccccc2F)c1O (configuration not stated)	5	9	-4	3	1	13	-1	-1
CO[C@H]1CN(C)C(=O)c2cc(NC(=O)Nc3cccc(Cl)c3)ccc2OC[C@@H](C)NC[C@@H]1C	x	3	5	-10	-3	11&-8	-9	-2
O=c1oc2cc(O[C@@H]3OC[C@@H](O)[C@H](O)[C@H]3O)ccc2c2ccccc12	-3	1	24	-3	-1	1	-17	-17
Cc1nnc(Cl)c2nn(-c3ccccc3)c(C)c12	1	6	-29	x	-5	8	5	-16
CNC(=O)COC(=O)c1c2c(nc3ccccc13)CCC2	-1	4	11	-1	x	5	4	1
C/C=C/c1ccc([C@@H]2[C@H](CO)N3CCCCN(S(=O)(=O)c4ccc(F)cc4)C[C@@H]23)cc1	-3[16.7 µM]	0	36	-1	-2	x	3	-14
C[n+]1c2n(c3ccccc31)N=C(c1ccccc1)CS2	0	19	28	7&-5	-4	9&-6	28	-20
COc1ccc(CN(C)C[C@@H]2Oc3ccc(NC(=O)C4CCCCC4)cc3CC(=O)N([C@@H](C)CO)C[C@@H]2C)cc1	1[16.7 µM]	-4	x	-3	-8	x	-10	20
COc1cc(O)oc1C=Nc1ccc(C(=O)O)cc1	3	x	-15	-2	x	6	x	-2
O=C1CC(c2ccccc2F)C2=C(COC2=O)N1 (configuration not stated)	-7	3	2	0	x	-17	31	-8
O=[N+]([O-])c1cc2c(cc1/C=N/NS(=O)(=O)c1ccc(Br)cc1)OCO2	3	44*	6	2	x	4	4	9
Cc1cccc(N(C)S(=O)(=O)c2csc(C(N)=O)c2)c1	-5	-1	1	0	-1	7	-17	9
Cc1ccc(NC(=O)CSCc2n[nH]c(=O)[nH]2)c(Br)c1	x	-1	-5	3	x	-8	-8	1
C[C@H]1CN([C@@H](C)CO)C(=O)c2cc(C#CC3CC3)cnc2O[C@@H]1CN(C)C(=O)c1ccccc1	-10[16.7 µM]	-3	x	-5	5	x	1	-21
Cc1cccc(NC(=S)N(CCN2CCOCC2)Cc2cc3cc4c(cc3[nH]c2=O)OCCO4)c1	x	9	14	x	x	-4	3	-18
CNC[C@H]1OCCCC[C@@H](C)Oc2ccc(NS(=O)(=O)c3cccs3)cc2C(=O)N([C@@H](C)CO)C[C@H]1C	4[16.7 µM]	1	-13	6	-7	x	x	6
CC(C)CC1Nc2ccc(C(=O)NCCCN3CCCCC3C)cc2NC1=O (configuration not stated)	-18	-21	0	7	0	-4	x	6
Fc1ccc2nc(N3CCOCC3)sc2c1	-3	0	-83	-8	-3	-12	-67	-21
Cc1nc(SCC(=O)c2ccc(Cl)cc2)c([N+](=O)[O-])[nH]1	-8	x	-10	x	9	-3	x	x
CCOc1ccc(NC(=O)c2ccc3c(c2)N(C)CCS3)cc1	-21	3	-131	x	0	-1	-117	-64
CCOC(=O)/C(N=O)=C(\O)C1CCN(C(=O)OCC)CC1	-4	x	-3	-3	3	-7	x	x
CCCNC(=O)[C@@H]1[C@@H](CO)[C@@H]2Cn3c(cccc3=O)[C@H]1N2Cc1cccc(Cl)c1	7[16.7 µM]	0	-3	x	0	x	-1	-2
COc1ccc2c3c([nH]c2c1)[C@H](CO)N(Cc1nccs1)CC31CN(Cc2cccnc2)C1	x	-1	-1	-1	x	x	-10	4
COc1ccc(CCNC(=O)CSc2nnnn2-c2ccc(OC)c(OC)c2)cc1OC	x	-4	-9	3	x	-8	13	-2
CN(C)CCCOc1ccc(-c2cccc3nncn23)cn1	-9	-2	-3	x	0	-10	-9	-6
C/C(Cc1ccccc1)=N\NC(=O)CNC(=O)c1cccc(F)c1	-10	3	5	11	-2	-4	6	7
Cc1ccc2ncnc(Nc3ccccc3)c2c1	x	0	-29	7	x	0	-1	1
Cc1[nH]c2ccc(-c3n[nH]c(=S)n3-c3ccc(Br)cc3)cc2c1C	x	2	10	12	x	14	-2	29
COc1ccccc1C(=O)COC(=O)COc1cccc2c1OC(C)(C)C2	-9	-5	-4	x	-4	-1	-6	-10
COc1cccc(-c2ccc3c(c2)[C@@H]2[C@@H](CCN2C(=O)C2CC2)[C@H](CO)N3)c1	x	2	x	-9	x	1	8	-9
COC(=O)C(CC#Cc1ccc2c(c1)[C@]1(C(=O)N2)[C@H](C(=O)N2CCc3cc(OC)c(OC)cc3C2)[C@H]2C(=O)O[C@H](c3ccccc3)[C@H](c3ccccc3)N2[C@@H]1c1ccc(OCCO)cc1)C(=O)OC	x	0	-4	x	55	x	5	x
COc1cc(/C=N/NC(=O)c2ccc3c(c2)OCCO3)cc(Br)c1O	15	2	-126	2	-5	2	-133	1
CC(=O)N1CCN(C(=O)c2cc3ccccc3o2)CC1	-6	-3	-3	-2	6	10	-8	-4
CCOc1ccc(C(=O)N2CCc3cc(OC)c(OC)cc3C2)cc1OCC	-2	x	-1	-4	-1	-14	x	x
CCCC#Cc1ccc([C@H]2[C@@H](CO)N3C(=O)CN(C(=O)c4cccnc4)C[C@H]23)cc1	x	1	x	-1	x	-8	5	2
CCN1CCN(C(=S)Nc2ccc([N+](=O)[O-])cc2)CC1	7	x	-6	24	-2	2	x	x
CC(C)C#Cc1cnc2c(c1)C(=O)N([C@@H](C)CO)C[C@H](C)[C@@H](CN(C)Cc1ccccn1)O2	2[16.7 µM]	-1	7	-4	-2	-14	15	2
OCCC1CN(Cc2cnn(-c3ccc(F)cc3)c2)CCN1Cc1ccsc1 (configuration not stated)	x	-3	16	x	x	3	5	-1
CC(=O)Nc1ccc2c(c1)C(N1CC3CCC(CC3)C1)c1ccccc1-2 (configuration not stated)	1	-4	1	12	1	14	-5	20
O=C(NCc1ccco1)C(=O)NCC1OCCCN1S(=O)(=O)c1ccc(Cl)cc1 (configuration not stated)	x	0	12	x	x	-2	-7	10
CCOCCCNC(=S)N1CCC(NC(=O)c2ccco2)CC1	-1	0	12	x	3	-1	1	17
COc1ccccc1-c1ccc(Nc2cccc(C(F)(F)F)c2)nn1	-8	x	x	-1	-4	x	x	-7
COC(=O)N/N=C(\C)c1ccc(OC(F)F)cc1	x	-4	-36	x	x	-7	-46	-13
Cc1nc(SCC(=O)NCC(F)(F)F)c2c(-c3cccs3)csc2n1	x	-1	19	x	x	-16	-1	2
Cc1c(-c2ccccc2)n(O)[n+]([O-])c1-c1ccccc1	3	0	-10	-5	-1	3	4	-20
CCCC(NC(=O)c1ccc(Br)o1)c1nc2ccccc2[nH]1 (configuration not stated)	x	1	3	3	2	-11	-4	13
O=C(Nc1ccc(Cl)cc1N1CCOCC1)C1CC1	x	-2	6	1	0	5	x	-8

Sorted by SMILES length (rising): some entries from above.
SMILES	miR122 inh	Casp6 inh	PAX8 inh HTS	PGC1a acetyl inh	Cneo AK release	FN deposit inh	EWS-Fli block	LGR2 inh
CCCC(NC(=O)c1ccc(Br)o1)c1nc2ccccc2[nH]1 (configuration not stated)	x	1	3	3	2	-11	-4	13
Cc1c(-c2ccccc2)n(O)[n+]([O-])c1-c1ccccc1	3	0	-10	-5	-1	3	4	-20
CC(=O)Nc1ccc2c(c1)C(N1CC3CCC(CC3)C1)c1ccccc1-2 (configuration not stated)	1	-4	1	12	1	14	-5	20
Cc1[nH]c2ccc(-c3n[nH]c(=S)n3-c3ccc(Br)cc3)cc2c1C	x	2	10	12	x	14	-2	29
O=C(NCc1ccco1)C(=O)NCC1OCCCN1S(=O)(=O)c1ccc(Cl)cc1 (configuration not stated)	x	0	12	x	x	-2	-7	10
CCCC#Cc1ccc([C@H]2[C@@H](CO)N3C(=O)CN(C(=O)c4cccnc4)C[C@H]23)cc1	x	1	x	-1	x	-8	5	2

Other entries follow.
SMILES	miR122 inh	Casp6 inh	PAX8 inh HTS	PGC1a acetyl inh	Cneo AK release	FN deposit inh	EWS-Fli block	LGR2 inh
O=C(O)C(Cc1ccccc1)N1C(=O)/C(=C/c2cccnc2)SC1=S (configuration not stated)	2	4	-11	-3	-1	-8	9	-2
O=C(O)CCCn1cc(NC(=O)COc2ccc([N+](=O)[O-])cc2)cn1	x	-1	14	x	x	x	-6	-13
COC(=O)N/N=C/c1ccc(-c2ccc(Cl)cc2Cl)o1	x	0	-32	1	-5	-13	-17	-6
CN(C)C(=O)CSc1n[nH]c(=O)n1CCc1ccccc1	-5	-3	-4	-1	2	-3	2	27
Cc1ccc(C)c(N(CC(=O)NCC2CCCO2)C(=O)CCC(=O)Nc2nccs2)c1 (configuration not stated)	3	-2	-12	13	-2	3	3	5
N/C(=N\NC(=O)Nc1ccccc1)c1ccccn1	-3	-5	-185	2	-2	8	-103	-37
COc1ccc(C(C(=O)NCCC(C)C)N(CCCO)C(=O)c2snc(C(N)=O)c2N)cc1OC (configuration not stated)	x	-5	4	x	3	-2	4	-3
C[C@@H]1CCCCO[C@@H](CN(C)S(=O)(=O)c2cccs2)[C@H](C)CN([C@H](C)CO)C(=O)c2cc(NS(=O)(=O)c3ccc(Cl)cc3)ccc2O1	-16[16.7 µM]	-1	55	-8	2	0	24	7
CCC(=O)N(C)C[C@H]1Oc2cc(-c3cncnc3)ccc2S(=O)(=O)N([C@@H](C)CO)C[C@H]1C	0[16.7 µM]	5	x	8	2	10	13	8
Cc1ccc(CS(=O)(=O)CCC(=O)O)cc1	1	2	4	x	2	-4	2	-7
C[C@@H]1CN([C@@H](C)CO)S(=O)(=O)c2ccc(C3=CCCCC3)cc2O[C@H]1CN(C)C(=O)c1ccc(F)cc1	-8[16.7 µM]	-1	5	-8	44	x	23	10
C/C=C/c1ccc([C@@H]2[C@H](CO)N(C(=O)C3CCCC3)C23CN(S(C)(=O)=O)C3)cc1	x	58*	x	-5	x	4	-3	0

Not a hit list; about 2.5% have a hit in one of these screens.
